Tb PYK inh: inhibitors of Trypanosoma brucei pyruvate kinase | Potency, µM (titrated, usually from 76.8 µM), for inactives: at the highest dose activity, negative = inhibition, actives largely listed as inhibitors | actives 0.12% (n = 410,000) | Q57TT1 | AID 624173 | TbPYK enzyme, Kinase-Glo Plus ATP luminescence, 45 min; active = well fitted inhibition curve with a large enough effect; inconclusive = small, poorly fitted or top-dose-only effect; note: nearly all actives have a fitted effect of over 50% in size
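Glycolytic pyruvate kinase of T. brucei was incubated with substrate, test compound and 130 uM ADP for 45 minutes at room temperature. Luminescent Kinase-Glo Plus signal was measured after 10 minutes.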
* marks the source's active call; other numbers are inactive results; u = inconclusive; [ ] = remark or other dose. % is set by controls: 0 for no effect and ±100 for the full control effect; potency is the fitted concentration of half-maximal effect. Some of the compounds tested (hit frequency here may not be typical).

SMILES	Tb PYK inh
CCn1c(CN2CCOCC2)nc2cc(NC(=O)c3ccc([N+](=O)[O-])cc3)ccc21	2%
O=P(O)(O)C(Sc1ccc(Cl)cc1)P(=O)(O)O	-3%
CC1=C(C(=O)Nc2ccccc2C)C(c2ccncc2)n2nc(SCc3ccccc3)nc2N1 (stereo not drawn)	1%
CC(=O)N1CCC2(CCCN(Cc3ccccc3)C2)CC1	0%
CCOc1ccccc1NC(=O)CSc1cn(CC(=O)N2CCCCCC2)c2ccccc12	3%
CC1(Oc2ccccc2)CCN(Cc2ccc(-c3ccccn3)cc2)C1 (stereo not drawn)	5%
COc1cccc(CNC(=O)[C@@H]2CCCN2C(=O)[C@H]2CCCCN2C(=O)c2ccccc2)c1	-4%
CCC(=O)N1CCC1(C)C(=O)Nc1cccc2cccnc12 (stereo not drawn)	-16%
Cc1cc(N2CCCCC2)nc2ccc(NC(=O)c3ccc(F)cc3)cc12	1%
CCOc1ccc(NC(=O)c2cc3c(C)nn(-c4ccccc4)c3s2)cc1	-1%

Laid out differently: results already given
| canonical_smiles | Tb PYK inh |
| --- | --- |
| CC1=C(C(=O)Nc2ccccc2C)C(c2ccncc2)n2nc(SCc3ccccc3)nc2N1 (stereo not drawn) | 1% |
| CCC(=O)N1CCC1(C)C(=O)Nc1cccc2cccnc12 (stereo not drawn) | -16% |
| COc1cccc(CNC(=O)[C@@H]2CCCN2C(=O)[C@H]2CCCCN2C(=O)c2ccccc2)c1 | -4% |
| CCn1c(CN2CCOCC2)nc2cc(NC(=O)c3ccc([N+](=O)[O-])cc3)ccc21 | 2% |
| CCOc1ccc(NC(=O)c2cc3c(C)nn(-c4ccccc4)c3s2)cc1 | -1% |
| Cc1cc(N2CCCCC2)nc2ccc(NC(=O)c3ccc(F)cc3)cc12 | 1% |
| O=P(O)(O)C(Sc1ccc(Cl)cc1)P(=O)(O)O | -3% |

Next part
SMILES	Tb PYK inh
COCCn1c(=O)c(CCc2ccccc2)nc2cnc(Nc3cccc(OC)c3)nc21	1%
Cc1ccc(NC(=O)CSc2nc3ccccc3c3nc(CCn4cncc4C)nn23)cc1F	1%
O=C(OCc1cn([C@H]2C[C@H](c3ccc(Cl)cc3)N(CC3CCCCC3)C[C@@H]2O)nn1)c1ccccc1	-1%
O=C(CC1N=C2c3ccccc3N=C(SCc3ccc(F)cc3)N2C1=O)NCc1cccs1 (stereo not drawn)	-7%
COc1cc(CNc2ncnc3c2ncn3[C@H]2CN(CCN3CCOCC3)C[C@@H](CO)O2)cc(OC)c1OC	-2%
O=C1CN(C(=O)c2ccc(S(=O)(=O)N3CCCC3)cc2)C(c2ccc(F)cc2)c2cc(Br)ccc2N1 (stereo not drawn)	0%
COc1ccccc1C#Cc1cnc2c(c1)C(=O)N([C@H](C)CO)C[C@@H](C)[C@@H](CN(C)C(=O)c1ccc3c(c1)OCO3)O2	1%
CCOC(=O)c1cc(-c2ccccc2)n(CCC(=O)Nc2nc3c(C)cccc3s2)c1C	6%[15.4 µM]
Nc1[nH]c(C(=O)c2ccccc2)c(-c2ccc(Cl)c(F)c2)c1C(=O)NCCc1c[nH]c2ccccc12	3%
CCC(=O)Nc1cc2c(cc1Cl)-c1ccccc1C2	1%
O=C(Nc1cccc(-c2nc3cc(Cl)ccc3o2)c1)c1ccc(F)cc1	4%
O=S(=O)(c1cc(Cl)cc(Cl)c1)N1Cc2cc(-c3ccccc3)ccc2-n2nncc2C1	6%
Cc1c(C(=O)N(C)C)sc2c1c(=O)n(-c1ccc(Cl)cc1)c(=O)n2Cc1ccccc1F	1%[15.4 µM]
CCc1nc2c(OCC3COc4ccccc4O3)cccn2c1N(C)C(=O)c1ccc(OC)cc1 (stereo not drawn)	-11%
COC(=O)CCNC(=O)NC(CCC(C)C)c1c(-n2cccc2)sc2c1CCN(C)C2 (stereo not drawn)	-6%
COc1ccc(NC(=O)CN2c3cccc4cccc(c34)S2(=O)=O)cc1OC	0%
Cn1cnc([N+](=O)[O-])c1S(=O)(=O)Nc1ccccc1	8%
Cc1onc(-c2ccccc2)c1C(=O)N[C@@H]1C(=O)N2[C@@H](C(=O)O)C(C)(C)S[C@@H]12	-10%
CCC1=Nc2cc(C(=O)NC3CCCC3)ccc2Sc2ccc(Cl)cc21	-8%
CC1=C(C(=O)OCc2ccccc2)C(c2ccccc2OS(=O)(=O)c2ccc([N+](=O)[O-])cc2)NC(=O)N1CCCC(=O)O (stereo not drawn)	5%
NCC1C2CCC(O2)C1CO (stereo not drawn)	-13%
CCOc1ccccc1CNC(=O)C1CCN(c2nc3ccccc3nc2C(F)(F)F)CC1	-5%
CCCCNc1c(-c2ccc(SC(C)CC)cc2)nc2ccc(Cl)cn12 (stereo not drawn)	-11%
Cc1ccc(N2CCN(C(=O)c3cn(C)c4ccc(S(=O)(=O)N(C)C)cc4c3=O)CC2C)cc1 (stereo not drawn)	4%
Cc1ccc(NC(=O)N2CC3CCCN3c3ccccc32)c(C)c1 (stereo not drawn)	-13%
COC(=O)c1ccccc1NC(=O)c1cc(=O)c2ccc(C)c(C)c2o1	-6%
CCc1cccc(CC)c1-n1nnc2c(sc3nc(C)cc(C)c32)c1=O	1%
C=CCOc1ccc(C2NC(=O)c3ccccc3O2)cc1OC (stereo not drawn)	-2%
OCCN1CCN(c2ncnc3c2ncn3[C@H]2CN(Cc3ccc(-c4ccccc4)cc3)C[C@@H](CO)O2)CC1	5%
CCOc1ccc(CN2C(=O)c3ccccc3Sc3ccc(C(=O)OC)cc32)cc1	-5%
CCOC(=O)c1c(NC(=O)c2cc(C)on2)sc(C)c1C	-7%
CCOC(=O)c1cc(-c2ccc(OC)c(S(=O)(=O)NC3CCCCC3)c2)on1	-4%
N#Cc1ccc2c(c1)nnn2-c1ccccc1	8%
CC(C)C[C@H](N)c1nnc(SCc2ccc(Cl)cc2Cl)o1	3%
COc1cc(C(O)c2nc(-c3cncnc3)cs2)ccc1F (stereo not drawn)	1%
COc1cccc(NC(=O)C(=O)NCC2CCCN2S(=O)(=O)c2cccs2)c1 (stereo not drawn)	-12%
O=C(c1ccco1)c1cn(CCOc2ccc(Cl)cc2)c2ccccc12	-13%
Cc1ccc2nc(-c3ccc(F)cc3)c(Cc3cccc(Cl)c3)n2c1	3%
O=C(O)C(CCc1ccccc1)N1CCOCC1 (stereo not drawn)	-1%
CCOC(=O)C1=C(C)N=C2SCCC(=O)N2C1c1cc(Br)ccc1OC (stereo not drawn)	-8%
CC(C)CN1CCc2nc(N3CCN(C)CC3)ncc2C1	9%
Cc1cc(S(=O)(=O)NCC(c2ccco2)S(=O)(=O)c2cccs2)ccc1F (stereo not drawn)	3%
Nc1ncnc2c1ncn2[C@@H]1O[C@H](C(=O)N2CCN(c3ccc(Cl)cn3)CC2)[C@@H](O)[C@H]1O	6%
O=C(CCCC(=O)NN=Cc1cccc(O)c1)NN=Cc1cccc(O)c1	2%
CCn1ccc2cc(S(=O)(=O)N3CCCN(C(=O)Nc4ccc(C)c(F)c4)CC3)ccc21	-10%
CC(C)N(C(=O)Cn1cc(S(=O)(=O)Cc2ccc(Cl)cc2)c2ccccc21)C(C)C	3%
CCOC(=O)Cc1ccc(NC(=O)Nc2ccccc2OCc2cc(=O)n3ccccc3n2)cc1	-2%
CC12CCC(=O)CC1CCC1C2CCC2(C)C1CCC2(O)C(=O)CO (stereo not drawn)	1%
CCCOc1ccc(CN(C(=O)Cc2coc3ccc(CC)cc23)C2CCS(=O)(=O)C2)cc1 (stereo not drawn)	1%
CCN(CC)CCCNC(=O)CSc1nc2nc(C)c(Cc3c(F)cccc3Cl)c(C)n2n1	0%
(further entries)
SMILES	Tb PYK inh
CCOC(=O)[C@H]1[C@H]2COc3ccc(Br)cc3[C@H]2N2C(=O)CN(Cc3ccc(Cl)cc3)C(=O)[C@@]12C	1%
CSC12CCCN(CCC(C(C)(C)C)C1)C2=O (stereo not drawn)	3%
COCC(=O)N1CCC2(CC1)CCN(C(=O)Nc1cccc(F)c1)CC2	-2%
Cc1ccc(N(Cc2ccccc2)C(=O)CSC(C)C(=O)Nc2cc(C)on2)cc1 (stereo not drawn)	-1%
CCc1ccccc1NC(=O)Cn1c(=O)n(-c2cccc(C)c2)c(=O)c2c1c1cc(OC)ccc1n2C	2%
CCOC(=O)C1CCN(C(=O)CSc2n[nH]c(-c3ccccc3)n2)CC1	3%
CCOC(=O)c1cccc(NC(=O)NCc2cccn2Cc2ccccc2)c1	3%
COc1ccc(-c2cc(C(=O)Nc3c(C)nn(Cc4ccc(C)cc4)c3C)no2)cc1OC	-4%
O=C(NCC(O)c1nc2ccccc2[nH]1)c1cc2ccccc2[nH]1 (stereo not drawn)	-4%
O=C(NCc1ccc(F)cc1)C(=O)NCC(c1cccs1)S(=O)(=O)c1cccs1 (stereo not drawn)	0%
CCN(c1ccc(OC)cc1)S(=O)(=O)N1CCCC(C(=O)NCc2ccc(OC(C)C)cc2)C1 (stereo not drawn)	2%
Cc1ccc(CCNC(=O)c2sc3ncccc3c2-n2cccc2)cc1	2%
Cc1ccc(Cn2c(C(=O)O)c(CNC3CCCC3)c3ccc(C)cc32)cc1	3%
CC(CNC(=O)c1ccc(CSc2nc3ccncc3n2Cc2ccc(F)cc2)cc1)c1ccccc1 (stereo not drawn)	1%
C[C@H](CO)N1C[C@H](C)[C@@H](CN(C)S(=O)(=O)c2ccc3ccccc3c2)OCc2cnnn2CCCC1=O	-12%
CC1CN(C(C)C)C(=S)NC1=O (stereo not drawn)	u
COc1ccc(S(=O)(=O)c2nnn(-c3ccccc3F)c2C)cc1	-14%
O=C(O)c1ccccc1N=Nc1ccc(O)cc1	1%
CCc1cccc(NC(=O)Cn2c(=O)n(CC3CCC(C(=O)NCCc4ccccc4)CC3)c(=O)c3ccccc32)c1 (stereo not drawn)	-2%
O=C(Nc1nnc([C@H]2C[C@H](O)[C@@H](CO)O2)s1)c1cccc(Oc2ccccc2)c1	3%

The closing 2 entries of the part above open the next one:
SMILES	Tb PYK inh
CCc1cccc(NC(=O)Cn2c(=O)n(CC3CCC(C(=O)NCCc4ccccc4)CC3)c(=O)c3ccccc32)c1 (stereo not drawn)	-2%
O=C(Nc1nnc([C@H]2C[C@H](O)[C@@H](CO)O2)s1)c1cccc(Oc2ccccc2)c1	3%
Cc1cccc(N(C)C(=O)C2CCN(S(=O)(=O)c3cccc4nonc34)CC2)c1	1%
CCOC(=O)c1[nH]c(C)c(CCC(=O)Nc2cc(C)ccc2OC)c1C	-9%
Cc1ccccc1CN1CCN(CC(=O)NCc2ccccc2Cl)C1=O	-1%
O=CNc1ccc2c3c(cccc13)-c1ccccc1-2	-2%
Cc1ccc(NC(=O)Cn2cc(S(=O)(=O)NC(C)C)c(S(=O)(=O)NC(C)C)c2)cc1Cl	-10%
O=C(Nc1ccc(OCC(F)(F)C(F)F)c(C(F)(F)F)c1)c1ccccc1	-3%
CCOC(=O)N(C)c1c(CC)nc2c(OCc3ccc(S(C)(=O)=O)cc3)cccn12	-8%
OC1COC(c2ccccc2)OC1C(O)C1OC(c2ccccc2)OCC1O (stereo not drawn)	-3%
COc1cccc(Cn2cnc(-c3ccccc3OC)c2C2CC2)c1	1%
CCNC(=O)C1(C)CCN(C(=O)c2ccc(C(F)(F)F)cc2)C1 (stereo not drawn)	2%
Cn1cc(C(=O)NCCc2ccccc2)c(=O)c2cc(S(=O)(=O)N3CCCCCC3)ccc21	0%
O=C(Nc1cccc(OC(F)(F)F)c1)c1cccc2c(-c3cccnc3)coc12	1%
Cc1cccc(CCNC(=O)c2ccc3c(c2)nc2n3CCOC2)c1	-3%
CCc1cccc(NC(=O)Cn2nc(-c3cc(C)ccc3C)ccc2=O)c1	-2%
CCCCNC(=O)C1(C)CCCCN1Cc1ccc2ccccc2c1 (stereo not drawn)	-1%
Cc1ccc(S(=O)(=O)N2CC3=C(C2)C2CC2(C)C3)cc1 (stereo not drawn)	1%
CCN1C(=O)c2ccccc2Sc2ccc(NC(=O)Nc3ccccc3OC)cc21	10%
COc1ccc(Cn2c(CCC(=O)Nc3ccc(OC)c(Cl)c3)nc3cccnc32)cc1	-1%
COC(=O)c1ccc(OCC2c3cc(OC)c(OC)cc3CCN2C(=O)Cc2ccc(OC)c(OC)c2)cc1 (stereo not drawn)	-9%
Cc1cc(=O)[nH]c(SCC(=O)N2CCN(c3ccccc3)CC2)n1	4%
Cn1cnc(S(=O)(=O)N2CCCC(C(=O)NCc3ccc(Cl)cc3)C2)c1 (stereo not drawn)	2%
CCOc1ccc(N2C(=O)N(Cc3ccc(C)cc3C)c3ccccc3S2(=O)=O)cc1	-6%
Cc1ccc(CNC(=O)c2sc3nc(-c4ccc(F)cc4)ccc3c2N)cc1	-2%
CCOC(=O)C1(C)CCN1C(=O)/C=C/c1ccccc1 (stereo not drawn)	1%
CCCC(=O)OC1=CN(Cc2ccccc2)S(=O)(=O)c2ccccc21	-3%
CCOC(=O)c1ccc(NC(=O)c2cccc3c(=O)c4c([nH]c23)CCCC4)cc1	0%
COc1ccc(OCCn2cc(C(=O)C3CCCCC3)c3ccccc32)cc1	1%

Looked up by structure from the entries so far, four records:
SMILES	Tb PYK inh
CCCC(=O)OC1=CN(Cc2ccccc2)S(=O)(=O)c2ccccc21	-3%
CCOc1ccc(N2C(=O)N(Cc3ccc(C)cc3C)c3ccccc3S2(=O)=O)cc1	-6%
CCOC(=O)c1ccc(NC(=O)c2cccc3c(=O)c4c([nH]c23)CCCC4)cc1	0%
Cn1cnc(S(=O)(=O)N2CCCC(C(=O)NCc3ccc(Cl)cc3)C2)c1 (stereo not drawn)	2%

By substructure: the entries above containing two or more sulfur atoms.
SMILES	Tb PYK inh
O=C(CC1N=C2c3ccccc3N=C(SCc3ccc(F)cc3)N2C1=O)NCc1cccs1 (stereo not drawn)	-7%
COc1cccc(NC(=O)C(=O)NCC2CCCN2S(=O)(=O)c2cccs2)c1 (stereo not drawn)	-12%
Cc1cc(S(=O)(=O)NCC(c2ccco2)S(=O)(=O)c2cccs2)ccc1F (stereo not drawn)	3%
O=C(NCc1ccc(F)cc1)C(=O)NCC(c1cccs1)S(=O)(=O)c1cccs1 (stereo not drawn)	0%
Cc1ccc(NC(=O)Cn2cc(S(=O)(=O)NC(C)C)c(S(=O)(=O)NC(C)C)c2)cc1Cl	-10%

Bioassay records from PubChem BioAssay.
